# Compound activity (PubChem BioAssay)
# HRas wt GTP: human HRas wildtype GTP binding, change in either direction; AID 759; P01112; GTP binding activity, % at 10 µM; GST-Ras wt beads, Bodipy-FL-GTP binding, flow cytometry; actives lie on both sides; hit rate 0.14% among 190,000;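 active means GTP binding activity at least 20% away from the 100% baseline, either lowered as inhibitor or raised as activator; inconclusive means flagged as likely green fluorescent, judged across all proteins in the well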;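 further: 0% = unlabeled GTP competition control and 100% = no-compound control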
# Target sequence (P01112 whole entry, looked up): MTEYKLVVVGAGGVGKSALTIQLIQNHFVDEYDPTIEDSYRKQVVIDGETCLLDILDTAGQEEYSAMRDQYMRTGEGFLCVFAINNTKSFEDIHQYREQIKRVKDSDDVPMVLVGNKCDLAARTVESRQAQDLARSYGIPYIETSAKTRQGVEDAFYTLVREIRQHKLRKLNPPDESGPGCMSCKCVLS
# Bim-Bcl-W: human Bim-Bcl-W interaction inhibition; Q92843; bead-based flow cytometry, Bim peptide-Bcl-W binding; inhibition, % at 10 µM; hit rate 0.02% among 190,000; AID 952;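 further: 0% = bound tracer without compound and 100% = peptide blocker; higher means less fluorescent Bim peptide bound to Bcl-W beads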
# Target sequence (Q92843 whole entry, looked up): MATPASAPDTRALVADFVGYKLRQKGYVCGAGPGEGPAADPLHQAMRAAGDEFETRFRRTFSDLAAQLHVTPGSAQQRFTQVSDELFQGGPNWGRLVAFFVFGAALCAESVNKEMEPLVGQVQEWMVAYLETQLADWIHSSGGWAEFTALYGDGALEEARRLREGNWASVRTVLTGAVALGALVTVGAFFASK
# Bim-Bcl-B: disrupts Bim peptide binding to human Bcl-B; bead-based flow cytometry; hit rate 0.073% among 190,000; Q9HD36; inhibition, % at 10 µM; AID 951;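 further: 0% = tracer peptide without compound and 100% = reference inhibitor peptide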
# Target sequence (Q9HD36 whole entry, looked up): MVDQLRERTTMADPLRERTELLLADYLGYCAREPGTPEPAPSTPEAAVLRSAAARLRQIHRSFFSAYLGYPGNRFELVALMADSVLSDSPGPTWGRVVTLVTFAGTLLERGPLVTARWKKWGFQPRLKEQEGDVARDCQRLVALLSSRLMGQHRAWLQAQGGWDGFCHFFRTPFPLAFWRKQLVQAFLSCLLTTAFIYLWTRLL
# Rac1 mut GTP: human Rac1 activated mutant GTP binding change; hit rate 0.11% among 190,000; AID 764; GST-Rac1 activated beads, fluorescent GTP binding, flow cytometry; actives lie on both sides; 100% means binding = to untreated wells; P63000; percent activity (GTP binding), % at 10 µM;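 active means GTP binding at least 20 percentage points away from the 100% baseline, in either direction, so actives lie on both sides; inconclusive means Compound likely fluorescent itself, or too few beads counted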
# Rab7 wt GTP bind: alters GTP binding to wildtype dog Rab7. GST-Rab7 beads, fluorescent GTP binding, flow cytometry; actives lie on both sides; untreated = 100%, excess cold GTP = 0%. hit rate 0.055% among 190,000. GTP binding activity (percent of control), % at 10 µM;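 active means fluorescent GTP binding to Rab7 beads changed by at least 20 points from the 100% baseline, either direction, mostly lower; inconclusive means compound itself probably fluorescent, or too few beads counted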;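 further: median green fluorescence of bound Bodipy-FL-GTP per Rab7 bead population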
# Bim-Bfl-1: human Bim-Bfl-1 interaction inhibition; hit rate 0.12% among 190,000; inhibition, % at 10 µM; AID 1008; Bead-based flow cytometry, Bim-Bfl-1 binding inhibition;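 further: 0% = wells without compound plus tracer and 100% = blocker peptide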
# Bcl-2 Bim block: inhibitors of Bim-Bcl-2 interaction, human. inhibition, % at 10 µM. AID 950. hit rate 0.06% among 190,000. Bead-based flow cytometry, Bim peptide-Bcl-2 binding. P10415; in the data active means inhibition above about 40%; inconclusive means no clear call, values can overlap the other calls;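 further: 0% = no compound wells with probe peptide and 100% = reference peptide inhibitor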
# Target sequence (P10415 whole entry, looked up): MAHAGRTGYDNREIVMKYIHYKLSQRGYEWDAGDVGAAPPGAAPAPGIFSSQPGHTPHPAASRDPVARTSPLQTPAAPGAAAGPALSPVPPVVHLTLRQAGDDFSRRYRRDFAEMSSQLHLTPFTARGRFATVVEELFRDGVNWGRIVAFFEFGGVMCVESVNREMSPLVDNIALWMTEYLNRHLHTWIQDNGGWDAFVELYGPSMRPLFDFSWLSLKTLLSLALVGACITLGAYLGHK
# Bim-Bcl-XL: human Bim-Bcl-XL interaction inhibition. Bim peptide-Bcl-XL binding, bead flow cytometry, fluorescence. inhibition, % at 10 µM. hit rate 0.04% among 190,000. Q07817
# Cdc42 wt GTP: changes GTP binding to wildtype human Cdc42 | P60953 | GST-Cdc42 beads, Bodipy-GTP binding, flow cytometry; actives lie on both sides | percent activity (GTP binding), % at 10 µM | hit rate 0.2% among 190,000 | AID 761;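 active means percent activity GTP binding at least 20 points away from the 100% baseline, either down as inhibitor or up as activator; inconclusive means compound flagged as likely green fluorescent from well-wide comparison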;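 further: median bead fluorescence of bound Bodipy-FL-GTP at 100 nM; 0% = excess unlabeled GTP control and 100% = no compound control; below 100% means less GTP binding so inhibitor and above means activator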
# Target sequence (P60953 whole entry, looked up): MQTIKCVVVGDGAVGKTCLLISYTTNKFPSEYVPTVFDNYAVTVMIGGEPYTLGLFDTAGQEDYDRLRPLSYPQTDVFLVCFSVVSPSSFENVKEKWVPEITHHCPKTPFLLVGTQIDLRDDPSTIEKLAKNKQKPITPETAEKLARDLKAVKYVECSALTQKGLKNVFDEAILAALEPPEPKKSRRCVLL
# Rac1 wt modul: alters GTP binding to wildtype human Rac1; P63000; GST-Rac1 beads, fluorescent GTP binding, flow cytometry; actives lie on both sides; 0 = cold GTP competed, 100 = untreated; GTP binding activity (% of control), % at 10 µM; hit rate 0.27% among 190,000;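 active means GTP binding activity at least 20 points away from the 100% control level, either lower or higher; inconclusive means compound flagged as likely green fluorescent, judged across all proteins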
# Rab2 wt GTP: changes GTP binding to wildtype dog Rab2A, up or down. GTP binding activity, % at 10 µM. hit rate 0.19% among 190,000. GST-Rab2 wt beads, Bodipy-GTP binding, flow cytometry. P61105;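 active means GTP binding activity at least 20 points away from 100%, either lowered or raised; inconclusive means signal likely due to the compound's own green fluorescence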;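 further: 0% = beads with excess unlabeled GTP and 100% = no-compound control corrected for plate trend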
# * = called active by the depositor; ? = inconclusive. Unless noted, no stated cut-off is given here; in the data, active means inhibition above about 40%. Compounds as they come, and some 0.62% of all compounds hit somewhere here.
SMILES,HRas wt GTP,Bim-Bcl-W,Bim-Bcl-B,Rac1 mut GTP,Rab7 wt GTP bind,Bim-Bfl-1,Bcl-2 Bim block,Bim-Bcl-XL,Cdc42 wt GTP,Rac1 wt modul,Rab2 wt GTP
COc1ccc2c(CCNC(=O)CN3C(=O)c4ccccc4C3=O)c[nH]c2c1,98.0,-2.0,0.0,97.0,96.0,-5.0,-3.0,-4.0,101.0,99.0,97.0
CC1(C)Cc2c(C#N)c(SCc3ccccc3)nc(N3CCOCC3)c2CO1,102.0,3.0,-11.0,102.0,100.0,-10.0,-12.0,-4.0,103.0,108.0,103.0
Cc1[nH]c2ccccc2c1C1C(c2ccccc2)=NN=C(C(C)C)N1O (stereo not given),101.0,-1.0,-3.0,98.0,99.0,1.0,0.0,-5.0,98.0,103.0,99.0
CC1=CC(C)(C)N2C(=O)C3(NCCc4c3[nH]c3ccccc43)c3cccc1c32 (stereo not given),100.0,-2.0,-4.0,99.0,104.0,-7.0,-2.0,-1.0,100.0,101.0,102.0
COc1ccc(NS(=O)(=O)c2ccc(C)c(NC(=O)NC3CCCCC3)c2)cc1,99.0,-6.0,-10.0,98.0,103.0,-14.0,-6.0,-9.0,97.0,104.0,98.0
Cc1ccc(-c2csc(NC(=O)C3=COCCO3)n2)cc1,95.0,3.0,5.0,99.0,97.0,3.0,3.0,0.0,94.0,97.0,94.0
CC(=NCCc1ccccc1)C1=C(O)CCC1=O,98.0,-1.0,0.0,94.0,97.0,-1.0,-2.0,1.0,98.0,96.0,97.0
CCOC(=O)c1c(NC(=O)C2CCCO2)sc(C(N)=O)c1C (stereo not given),96.0,-1.0,-7.0,100.0,94.0,0.0,3.0,0.0,101.0,102.0,97.0
COc1cc(NC(=O)CN2C(=O)NC(c3ccccc3)(c3ccccc3)C2=O)c(C)cc1[N+](=O)[O-],98.0,-2.0,-7.0,96.0,101.0,-16.0,-6.0,-3.0,98.0,102.0,99.0
COc1ccccc1NC(=O)Cn1c(=O)oc2ccccc21,102.0,-1.0,2.0,99.0,102.0,0.0,-1.0,-1.0,102.0,102.0,100.0
CCCSc1cc(N)cc([N+](=O)[O-])c1,96.0,-3.0,-2.0,95.0,102.0,-1.0,0.0,0.0,97.0,97.0,99.0
CCn1ccc(C(=O)NC2=C(C#N)CCC2)n1,102.0,-2.0,-1.0,100.0,100.0,-1.0,-3.0,0.0,104.0,102.0,101.0
O=C(OCc1cc(=O)n2c(n1)sc1ccccc12)c1cccc(O)c1,98.0,-6.0,-10.0,96.0,100.0,-4.0,-3.0,-7.0,98.0,103.0,99.0
CCC(NC(=O)c1ccccc1NC(=O)c1ccccc1)C(=O)O (stereo not given),96.0,2.0,-6.0,95.0,96.0,-13.0,-6.0,0.0,98.0,97.0,96.0
CC(C)(C)c1cc(NS(=O)(=O)c2ccc3c(c2)OCCO3)on1,98.0,-6.0,-10.0,97.0,99.0,-25.0,-7.0,-12.0,103.0,110.0,100.0
COc1ccc(NC(=S)NCC2CCN(c3ccc(OC)cc3)C2)cc1 (stereo not given),100.0,0.0,-13.0,102.0,99.0,5.0,0.0,-5.0,105.0,104.0,100.0
COc1ccc(S(=O)(=O)N2CCOCC2)cc1NC(=O)c1ccccc1-c1ccc(C(F)(F)F)cc1,100.0,-2.0,-4.0,100.0,101.0,-13.0,-8.0,-5.0,101.0,108.0,100.0
O=C(Cc1ccccc1)Nc1nnc(-c2ccco2)s1,98.0,7.0,-2.0,98.0,96.0,-9.0,0.0,1.0,99.0,100.0,96.0
CCOC(=O)c1c(C)[nH]c(-c2csc(C)n2)c1C,?,-1.0,-6.0,?,?,3.0,0.0,-5.0,?,?,?
O=C(CNC(=S)N(Cc1ccccc1)Cc1ccccc1F)NCCc1ccccc1,96.0,-1.0,-9.0,90.0,99.0,-2.0,-1.0,-3.0,92.0,87.0,94.0

# Some of these compounds in order of molar mass, ascending:
SMILES,HRas wt GTP,Bim-Bcl-W,Bim-Bcl-B,Rac1 mut GTP,Rab7 wt GTP bind,Bim-Bfl-1,Bcl-2 Bim block,Bim-Bcl-XL,Cdc42 wt GTP,Rac1 wt modul,Rab2 wt GTP
CCCSc1cc(N)cc([N+](=O)[O-])c1,96.0,-3.0,-2.0,95.0,102.0,-1.0,0.0,0.0,97.0,97.0,99.0
CCn1ccc(C(=O)NC2=C(C#N)CCC2)n1,102.0,-2.0,-1.0,100.0,100.0,-1.0,-3.0,0.0,104.0,102.0,101.0
CC(C)(C)c1cc(NS(=O)(=O)c2ccc3c(c2)OCCO3)on1,98.0,-6.0,-10.0,97.0,99.0,-25.0,-7.0,-12.0,103.0,110.0,100.0

# Next records.
SMILES,HRas wt GTP,Bim-Bcl-W,Bim-Bcl-B,Rac1 mut GTP,Rab7 wt GTP bind,Bim-Bfl-1,Bcl-2 Bim block,Bim-Bcl-XL,Cdc42 wt GTP,Rac1 wt modul,Rab2 wt GTP
CCc1ccc2c(c1)C(c1ccc(N3CCOCC3)cc1)=NNC(c1ccncc1)=N2,99.0,-1.0,-2.0,96.0,104.0,-3.0,0.0,-1.0,98.0,98.0,100.0
O=C(CSc1nc2ccccc2c(=O)n1Cc1ccco1)N1CCN(c2ccccc2)CC1,97.0,0.0,-5.0,100.0,97.0,-7.0,-8.0,-5.0,101.0,100.0,100.0
CN(C)/C=N/c1ncn(-c2ncc(C(F)(F)F)cc2Cl)n1,101.0,0.0,-3.0,93.0,103.0,-4.0,-5.0,-2.0,99.0,97.0,99.0
CCn1c(=O)c(C(=O)NCCCO)c(O)c2ccccc21,101.0,0.0,-8.0,97.0,103.0,-17.0,-10.0,-4.0,100.0,102.0,103.0
Cc1cc(Cl)c(S(=O)(=O)Nc2cccc(O)c2)cc1OCC(N)=O,100.0,-4.0,-5.0,99.0,100.0,0.0,1.0,-7.0,102.0,104.0,98.0
CCOC(=O)N1CCC(NC(=O)c2cc(S(=O)(=O)NCCc3ccccc3)ccc2F)CC1,100.0,-4.0,-6.0,98.0,102.0,-3.0,-7.0,-6.0,101.0,107.0,100.0
CCOC(=O)c1cnc2c(OC)cccc2c1N1CCN(c2ccccc2OC)CC1,100.0,-3.0,-13.0,96.0,99.0,-23.0,-15.0,-11.0,101.0,105.0,99.0
COc1cc(NC(=O)Cn2nc(C(F)(F)F)c(Br)c2C)cc([N+](=O)[O-])c1,95.0,1.0,16.0,98.0,96.0,8.0,7.0,6.0,97.0,100.0,97.0
Cc1cccc2cc(C#N)c(SCC(=O)N3CC(=O)Nc4ccccc43)nc12,95.0,-2.0,-2.0,97.0,98.0,-2.0,-1.0,0.0,96.0,98.0,95.0
CCOC(=O)C1(CCc2ccccc2)CCN(Cc2ccc(O)cc2)CC1,96.0,-3.0,-6.0,95.0,102.0,-8.0,-4.0,-5.0,93.0,98.0,97.0
c1ccc(CCc2nc(-c3ccncc3)no2)cc1,100.0,-2.0,-9.0,100.0,97.0,-9.0,-8.0,-3.0,103.0,103.0,100.0
CCn1c(=O)c2c(O)cc(=O)oc2c2ccccc21,98.0,1.0,0.0,96.0,95.0,-1.0,0.0,0.0,96.0,98.0,96.0
CCCC(=O)NC(=S)Nc1cccc(Cl)c1N1CCCC1,95.0,-3.0,-1.0,95.0,101.0,-3.0,-6.0,-4.0,97.0,99.0,98.0
CC12CC(NC(=O)N1c1ccc(C(=O)N3CCN(c4ccc(F)cc4)CC3)cc1)c1ccccc1O2 (stereo not given),101.0,-7.0,-11.0,99.0,97.0,-17.0,-12.0,-7.0,103.0,105.0,101.0
CN1C(=O)NC(c2ccccc2)(C(F)(F)F)S/C1=C(/C#N)c1nnc(N2CCOCC2)n1-c1ccccc1 (stereo not given),96.0,-3.0,-10.0,93.0,97.0,0.0,0.0,-8.0,92.0,95.0,93.0
COc1cc2c(cc1OC)CN(C(=O)c1ccc(OC)c(S(=O)(=O)N3CCOCC3)c1)CC2,98.0,-1.0,0.0,96.0,96.0,0.0,-6.0,-6.0,100.0,100.0,99.0
Cc1ccc(-c2[nH]nc3c2C(C)C(C#N)=C(N)O3)cc1 (stereo not given),100.0,6.0,5.0,100.0,96.0,1.0,1.0,7.0,101.0,104.0,100.0
CCOC(=O)Nc1ccc(OCc2nnc3c4ccccc4c(C)nn23)cc1,91.0,2.0,0.0,93.0,103.0,-5.0,0.0,1.0,91.0,90.0,92.0
COc1ccc(NS(=O)(=O)c2cccc3cccnc23)cc1,101.0,-6.0,-8.0,103.0,93.0,-2.0,-2.0,-6.0,100.0,101.0,98.0
C=C(C)Cn1c(CCNC(=O)CCC)nc2ccccc21,97.0,-1.0,-7.0,95.0,96.0,-9.0,-10.0,-4.0,100.0,98.0,97.0
COc1ccc(C2=Nc3ccc(C)cc3C(c3ccccc3)N2CC(=O)NN)cc1 (stereo not given),97.0,0.0,-2.0,94.0,106.0,-6.0,0.0,0.0,96.0,96.0,95.0
Cn1nnnc1SCC(=O)N1CCN(c2cccc(Cl)c2)CC1,99.0,-2.0,-9.0,101.0,103.0,-15.0,-7.0,-3.0,97.0,102.0,99.0
Cc1ccc2c(c1)CCCN2C(=O)c1ccc2c(c1)OCO2,96.0,2.0,-8.0,96.0,95.0,-10.0,-10.0,-3.0,96.0,96.0,96.0
CC(C)(C)OC(=O)C(Cc1ccc(OC(C)(C)C)cc1)NC(=O)CNC(=O)CNC(=O)OCc1ccccc1 (stereo not given),98.0,-1.0,0.0,101.0,94.0,-1.0,-2.0,-3.0,100.0,104.0,99.0
COc1ccc(/C=N/N=C2\SC(CC(=O)O)C(=O)N2c2ccccc2)cc1 (stereo not given),100.0,0.0,-2.0,99.0,100.0,2.0,3.0,0.0,101.0,103.0,99.0
Cc1nc2nc3c(cn2n1)C(=O)CC(C)(C)C3,100.0,-4.0,-1.0,97.0,98.0,0.0,1.0,-4.0,100.0,100.0,99.0
COc1ccc(-c2nnc(N)s2)cc1,98.0,-6.0,-5.0,99.0,102.0,-5.0,-7.0,-2.0,100.0,101.0,103.0
Cc1[nH]n(-c2ccccc2)c(=O)c1-c1ccccc1,102.0,-4.0,-3.0,98.0,104.0,0.0,-4.0,-1.0,103.0,101.0,102.0
Cc1ccc(N(CCC(=O)NC(C)(C)C)S(=O)(=O)c2ccc(C)cc2)cc1,96.0,0.0,3.0,96.0,97.0,6.0,0.0,1.0,94.0,97.0,95.0
CCOC(=O)c1c(NC(=O)CCl)sc(C(=O)N(CC)CC)c1C,101.0,2.0,-6.0,99.0,101.0,-11.0,-4.0,0.0,102.0,102.0,100.0
O=C(c1ccccc1)N1CCN(Cc2ccccc2Br)CC1,103.0,0.0,0.0,98.0,101.0,-1.0,-1.0,0.0,103.0,102.0,102.0
CC[C@@H](C)C(NC(=O)OC(C)(C)C)c1cn([C@@H](CCCCNC(=O)OC(C)(C)C)C(=O)N2CCN(C(=O)OC(C)(C)C)CC2)nn1 (stereo not given in full),98.0,0.0,-6.0,95.0,104.0,-5.0,-2.0,1.0,95.0,98.0,96.0
COc1ccc(CNC(=O)C2CCN(S(=O)(=O)N3CCC4(CC3)OCCO4)CC2)c(OC)c1,101.0,-1.0,-4.0,100.0,101.0,-2.0,-2.0,-7.0,100.0,104.0,97.0
